High-throughput results as filed in PubChem BioAssay.
TcdB inh: blocks C. difficile toxin B glycohydrolase activity. P18177. TcdB glycohydrolase enzymatic assay, plate reader. inhibition, % at 9.99 µM. actives 0.24% (n = 350,000). AID 652162; in the data active = inhibition above about 10%
BH1578 lux ind: quorum light induction in luxS cqsA deficient V. cholerae. V. cholerae BH1578 lux reporter, luminescence, 6 h. activation, % at 18.7 µM. actives 0.16% (n = 350,000); in the data active = activation mostly above about 9.7%, no sharp cut-off; inconclusive = no clear call, values can overlap the other calls; inactive = mostly below about 3.7%; note: not every result past the cut was called active; inactives centre near 0; reference of the scale not given here
BoNT A protease: blocks Botulinum neurotoxin A light chain protease; actives 0.17% (n = 360,000); AID 588499; multiplex microsphere protease substrate cleavage, flow cytometry; inhibition, % at 10 µM; note: plate controls were buffer without enzyme for full effect and enzyme alone for no effect
PriA SSB inh: blocks PriA binding to SSB C-terminal tail | AlphaScreen SSBct-PriA binding, biotinylated peptide | actives 0.6% (n = 430,000) | AID 1272365 | inhibition, % at 33 µM; in the data active = inhibition mostly above about 37%, no sharp cut-off; inactive = mostly below about 20%;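 note: plate controls were negative control peptide for no effect and reference peptide for full effect; strong numbers were not always called active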
PfHsp40 rescue: restores yeast growth despite PfHsp40 toxicity. S. cerevisiae expressing PfHsp40, growth rescue, ATP luminescence. growth rescue, % at 12.5 µM. actives 0.68% (n = 340,000). AID 504582; in the data active = growth rescue above about 28%, passing the limit was not always enough; inconclusive = no clear call, values can overlap the other calls;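 note: yeast W303a lacking pdr1 and pdr3 grown in galactose medium; growth measured after three days at 30 °C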
Anthrax LF inh2: blocks Bacillus anthracis lethal factor protease | P15917 | multiplex microsphere protease cleavage assay, LF | inhibition, % at 10 µM | actives 0.12% (n = 360,000); note: plate controls were buffer without enzyme for full effect and enzyme alone for no effect
Target sequence (P15917 whole entry, looked up): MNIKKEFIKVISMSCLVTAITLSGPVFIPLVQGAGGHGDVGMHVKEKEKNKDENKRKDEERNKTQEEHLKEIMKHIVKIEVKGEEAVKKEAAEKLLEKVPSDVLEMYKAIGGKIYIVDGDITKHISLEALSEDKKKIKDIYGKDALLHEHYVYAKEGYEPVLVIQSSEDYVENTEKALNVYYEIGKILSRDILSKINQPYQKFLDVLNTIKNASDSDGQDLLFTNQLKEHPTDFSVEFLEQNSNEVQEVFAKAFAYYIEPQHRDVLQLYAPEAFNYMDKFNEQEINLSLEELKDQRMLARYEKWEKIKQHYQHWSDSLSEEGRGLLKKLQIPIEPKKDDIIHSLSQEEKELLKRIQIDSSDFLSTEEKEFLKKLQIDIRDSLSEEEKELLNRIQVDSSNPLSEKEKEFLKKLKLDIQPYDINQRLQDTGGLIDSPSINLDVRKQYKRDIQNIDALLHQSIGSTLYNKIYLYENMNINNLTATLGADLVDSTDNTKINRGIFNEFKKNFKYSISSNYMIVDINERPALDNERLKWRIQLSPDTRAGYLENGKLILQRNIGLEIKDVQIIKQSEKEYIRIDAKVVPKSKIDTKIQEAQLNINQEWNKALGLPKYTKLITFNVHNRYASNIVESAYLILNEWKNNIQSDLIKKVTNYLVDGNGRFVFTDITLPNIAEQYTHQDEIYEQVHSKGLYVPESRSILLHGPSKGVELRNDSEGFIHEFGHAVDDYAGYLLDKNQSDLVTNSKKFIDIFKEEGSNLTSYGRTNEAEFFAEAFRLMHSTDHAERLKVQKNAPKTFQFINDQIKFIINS
SARS 3CLpro inh: SARS-CoV 3CLpro protease inhibition; P0C6X7; recombinant SARS-CoV 3CLpro, quenched FRET peptide cleavage; inhibition, % at 6 µM; actives 0.14% (n = 290,000); AID 1706; in the data active = inhibition above about 12%
Yp Topo-I inh: Y. pestis Topo-I inhibition via cleavage products. actives 0.064% (n = 360,000). activity, % at 10 µM. AID 504884. Y. pestis Topo-I cleavage product accumulation, plate reader; in the data active = activity above about 50%, passing the limit was not always enough; inconclusive = no clear call, values can overlap the other calls; note: inactives centre near 2
PrPC surface inh: cell surface PrPC inhibition, primary TR-FRET screen; inhibition, % at 13.8 µM; AID 720596; actives 0.43% (n = 370,000); TR-FRET read-out; in the data active = inhibition above about 24%; note: 0% = median of the test wells and 100% = reference compound wells
* = called active by the depositor; i = inactive; ? = inconclusive; / = not tested or not shown; & = joins results of further samples. Cut-off read from the data, not from the text of the source, unless noted: active = inhibition above about 30%; inconclusive = no clear call, values can overlap the other calls; inactive = below that. These rows are one share of the data. The share of hits here may be higher or lower than overall.

Order of results: TcdB inh	BH1578 lux ind	BoNT A protease	PriA SSB inh	PfHsp40 rescue	Anthrax LF inh2	SARS 3CLpro inh	Yp Topo-I inh	PrPC surface inh
[1] O=c1c2ccccc2ncn1CCc1ccncc1
 : 0.1	-1.1	-0.7	-8	-0.2	-3	/	-4	-4
[2] C=C(C)C(=O)OCCCCCCOc1ccc(C(=O)O)cc1
 : /	-2.1	-0.4	-14	0.1	-2	2	17	7
[3] CN(C)CCCNC(=O)C[C@H]1C[C@H](C(=O)N2CCOCC2)[C@@]2(CCC3CCCC3)c3[nH]c4cc(-c5ccco5)ccc4c3CCN2C1=O
 : 0.5	-0.5	-0.4	27	-1.8	-6	/	-36	0
[4] COc1cc(/C=C/C(=O)O)cc(S(=O)(=O)Nc2cc(C(F)(F)F)ccc2N2CCOCC2)c1OC
 : -1.0	i	/	-9	1.9	/	/	-9	-4
[5] CCOC(=O)/C(C#N)=C/Nc1ccccc1NS(=O)(=O)c1cccc(C(C)=O)c1
 : 1.2	-0.5	0.7	-2	1.2	-2	-1	6	-2
[6] COc1ccccc1N1CCN(C(=O)C(OC(C)=O)c2ccccc2)CC1 (stereo not drawn)
 : /	i	0.0	-4	0.9	-1	3	4	-3
[7] Cc1onc(-c2ccccc2Cl)c1C(=O)Nc1cccc(-c2nc3ncccn3c2C)c1
 : /	-0.5	0.0	-8	1.2	-8	-1	5	-1
[8] O=C(C[C@@H]1C/C=C\C[C@@H](NC(=O)OCC2c3ccccc3-c3ccccc32)C(=O)OCCNC1=O)N[C@@H](CO)Cc1ccccc1
 : 1.3	-0.9	0.2	-6	0.5	-4	/	19	-1
[9] CCCSC1=N/C(=C\c2ccsc2)C(=O)S1
 : /	-0.1	-0.6	-17	0.7	-8	0	15	7
[10] O=C(/C=C\c1ccc2c(c1)OCO2)Nc1c2c(nn1-c1ccc(Cl)cc1)CSC2
 : 0.6	-0.2	-0.5	-13	2.0	-4	0	-8	-6
[11] COc1ccc(OC)c(N=Cc2c(O)[nH]c3ccccc23)c1
 : /	i	-0.1	3	-0.2	0	0	13	-12
[12] CCN(CCCNC(=O)C1CCCN(S(=O)(=O)CC)C1)c1cccc(C)c1 (stereo not drawn)
 : /	0.5	0.2	5	-1.0	3	-1	-2	-1
[13] O=S(=O)(NN=C1CCCCCCC1)c1ccc(Br)cc1
 : /	i	-0.6	5	-0.6	0	1	-7	2
[14] COC(=O)[C@@]1(Cc2ccccc2)[C@H]2C(=O)N(C)C(=O)[C@H]2[C@H]2CN=C(SCc3ccc(C)cc3)N21
 : 1.2	-0.9	-0.3	-8	-0.9	1	/	21	-1
[15] O=C(CN1C(=O)c2ccccc2S1(=O)=O)NCc1cccs1
 : 0.2	-0.3	0.3	2&-11	0.6	-2	-7	1	-4
[16] O=C1c2cccc3cccc(c23)C(=O)N1Cc1ccco1
 : 0.2	-0.6	-0.2	-21	-0.3	-3	-3	-2	-4
[17] CCCC(=O)Nc1cc(C)c(NC(=O)c2cccs2)cn1
 : -0.2	1.1	0.2	-4	0.3	1	5	-5	-3
[18] C#CCOCCOCCOCCNc1nc(N2CCOCC2)nc(N2CCN(C(=O)[C@H](Cc3ccc(O)cc3)n3cc([C@@H](N)C(C)CC)nn3)CC2)n1 (stereo partly drawn)
 : 0.8	i	0.4	/	-0.8	10	-3	-4	3
[19] O=S1(=O)N=C(Oc2ccccc2)c2ccccc21
 : /	i	0.8	-8	1.3	0	0	9	-5
[20] O=C(COC(=O)/C=C/c1nc2ccccc2s1)Nc1cccc2ccccc12
 : /	-0.3	0.0	-3	-1.8	1	1	-2	12
[21] O=C(COc1ccc(Br)cc1CO)Nc1ccccc1F
 : /	0.6	0.1	-14	0.9	4	5	8	7
[22] CC1=NN(C(C#N)c2ccccc2C)C(C)(C)C1 (stereo not drawn)
 : 0.1	i	0.1	-17	0.8	-1	2	0	-2
[23] Cc1cccn2c(=O)c3cc(C(=O)NCCN4CCOCC4)n(C)c3nc12
 : -0.1	4.5	1.4	6	-0.1	-2	-2	15	-6
[24] O=C(O)c1cccc2c1C(=O)c1cc([N+](=O)[O-])ccc1-2
 : -1.3	i	-0.7	0	0.8	-4	/	3	-49
[25] CCOC(=O)Cn1c(=NC(=O)C2CC2)sc2c(C)cc(C)cc21
 : 0.2	0.0	1.5	3	0.5	1	-1	7	3
[26] C(=N\n1cnnc1)/c1ccc(N2CCOCC2)cc1
 : /	i	0.6	/	0.2	2	-1	8	6
[27] Fc1ccc(N2CCN(c3nnnn3-c3ccccc3)CC2)cc1
 : 0.2	0.0	-0.1	2	0.0	-3	5	5	6
[28] C=CCn1c(CNC(=O)c2ccccc2C)nnc1SCC(=O)NC1CCCC1
 : /	i	-2.1	-7	-0.2	2	4	0	-11
[29] O=c1[nH]c2ccccc2c(=O)n1Cc1ccccc1
 : /	-1.4	-0.4	-6	1.1	-2	0	-4	6
[30] Cc1c(C(=O)NC2CCCCC2)oc2ccccc12
 : 2.6	3.8	0.1	-29&-11	-0.4	0	-4	2	6
[31] COC(=O)Nc1nnc(-c2ccc(OC)cc2)s1
 : -0.4	-0.4	-4.0	-10	7.0	5	0	2	2
[32] O=C(Nc1cccnc1)c1scc2c1OCCO2
 : /	i	0.1	9	0.8	0	2	-1	3
[33] COc1ccc(-n2c(C)nc3c(cnn3-c3ccccc3)c2=O)cc1
 : /	-5.0	0.3	-14	0.3	-4	-2	-3	17
[34] CCc1cc(C(=O)OC)c(NC(=O)CN2CCN(C(=O)c3ccco3)CC2)s1
 : 1.2	-0.4	/	-1	-0.9	/	-2	-1	-3
[35] Cc1ccc(NC(=O)c2cccc(OC(F)F)c2)c(OC(F)F)c1
 : -0.3	-0.4	-0.3	-34	0.2	0	2	-6	0
[36] O=C(NCc1cccs1)c1cccc(N2CCCC2=O)c1
 : /	-6.2	-0.4	-16	0.4	-4	7	2	8
[37] O=C(c1ccco1)N1CCN(C(=O)C2CCN(S(=O)(=O)Cc3ccccc3)CC2)CC1
 : /	-2.0	-0.1	-8	0.1	-1	0	-7	-4
[38] O=C(Nc1ccccc1)c1ccc(NC(=O)C2CC2)cc1
 : -0.1	i	-0.3	-14	3.2	-4	-4	3	-4
[39] CCn1c(C)c(C(C)=O)c(NCc2ccccc2)nc1=S
 : 0.7	-5.9	6.4	7	-0.2	-10	-5	-5	-8
[40] CC(C)(C)NC(=O)c1cccc(NC(=O)c2ccc3c(c2)C(=O)N(C(C)(C)C)C3=O)c1
 : 0.1	i	-3.4	15	4.7	-5	9	7	-18
[41] Cn1nnnc1SCCNC(=O)C1CCC(=O)N(CCc2ccccc2)C1 (stereo not drawn)
 : -0.7	-0.8	-0.9	1	-0.7	-3	-6	0	6
[42] CCOC(=O)C(/C=C(\C#N)C(=O)OCC)=C(/N)N1CCN(c2ccccc2)CC1
 : /	/	-0.4	/	-1.2	-5	-1	8	2
[43] Cc1c(NC(=O)C(c2ccccc2)c2ccccc2)cccc1C(=O)O
 : 0.9	-0.7	-1.0	-1	-0.9	2	6	-4	3
[44] CS(=O)(=O)Nc1ccccc1-c1cccc2nccn12
 : 1.5	1.3	0.0	/	/	0	/	-11	-3
[45] Cc1ccc(CNC(=O)C2CCN(S(=O)(=O)c3c(C)noc3/C=C/N(C)C)CC2)cc1
 : -0.4	3.9	3.4	3	-1.3	3	-1	-1	-2
[46] CC1(C(=O)NCC(F)(F)F)CCN1C(=O)C1(c2ccccc2)CC1 (stereo not drawn)
 : 0.0	i	-0.3	/	/	-3	/	3	-4
[47] Cc1ccc(CN(C)C(=O)CCc2c[nH]c3ccccc23)o1
 : -0.6	-0.3	-0.5	9	0.3	-2	-3	12	-3
[48] Cc1ccc(N2C(=O)NC(=O)/C(=C\c3ccoc3)C2=O)cc1
 : -3.7	-0.3	-1.1	5	0.5	-2	4	11	7
[49] CC(=O)Nc1ccc(C(=O)CSc2nnc(Cc3ccccc3)o2)cc1
 : /	-0.2	?	9	3.3	1	3	3	13
[50] COc1ccc(CCC(=O)OCC(=O)NC2CCCC2)cc1OC
 : 1.7	-0.8	-0.1	/	/	1	/	-4	-2
[51] COc1cc(/C=N/Nc2ccc(Cl)c(C(=O)O)c2)ccc1OCC(=O)N1C(C)CCCC1C (stereo not drawn)
 : /	3.6	0.6	/	1.7	-1	1	-3	/
[52] N#Cc1c(N)nc2c(c1N)CC(=O)N2c1ccccc1-c1ccccc1
 : /	3.6	-0.4	-4	-1.1	0	-5	0	-6
[53] CCNC(=O)N(C)[C@H]1C[C@H]2c3[nH]c4ccccc4c3CCN2C[C@H]1[C@H](C)O
 : 1.1	/	1.0	/	/	0	/	/	-6
[54] Cn1ncc(Cl)c1C(=O)Nc1ccncc1
 : /	-0.6	0.6	-15	-1.5	-3	-1	3	-1
[55] CCC(=O)NC(c1ccccc1Cl)c1c(O)ccc2ccccc12 (stereo not drawn)
 : 1.9	-0.3	-0.1	5	0.4	1	4	-1	4
[56] CCOC(=O)c1cc(S(=O)(=O)NCc2ccc3c(c2)OCO3)cn1C
 : 1.1	-0.4	1.1	2	-0.8	-1	2	-2	-2

Some of the entries above in another layout:
no. | compound | TcdB inh | BH1578 lux ind | BoNT A protease | PriA SSB inh | PfHsp40 rescue | Anthrax LF inh2 | SARS 3CLpro inh | Yp Topo-I inh | PrPC surface inh
41 | Cn1nnnc1SCCNC(=O)C1CCC(=O)N(CCc2ccccc2)C1 (stereo not drawn) | -0.7 | -0.8 | -0.9 | 1 | -0.7 | -3 | -6 | 0 | 6
42 | CCOC(=O)C(/C=C(\C#N)C(=O)OCC)=C(/N)N1CCN(c2ccccc2)CC1 | / | / | -0.4 | / | -1.2 | -5 | -1 | 8 | 2
43 | Cc1c(NC(=O)C(c2ccccc2)c2ccccc2)cccc1C(=O)O | 0.9 | -0.7 | -1.0 | -1 | -0.9 | 2 | 6 | -4 | 3
44 | CS(=O)(=O)Nc1ccccc1-c1cccc2nccn12 | 1.5 | 1.3 | 0.0 | / | / | 0 | / | -11 | -3
45 | Cc1ccc(CNC(=O)C2CCN(S(=O)(=O)c3c(C)noc3/C=C/N(C)C)CC2)cc1 | -0.4 | 3.9 | 3.4 | 3 | -1.3 | 3 | -1 | -1 | -2
46 | CC1(C(=O)NCC(F)(F)F)CCN1C(=O)C1(c2ccccc2)CC1 (stereo not drawn) | 0.0 | i | -0.3 | / | / | -3 | / | 3 | -4
47 | Cc1ccc(CN(C)C(=O)CCc2c[nH]c3ccccc23)o1 | -0.6 | -0.3 | -0.5 | 9 | 0.3 | -2 | -3 | 12 | -3
48 | Cc1ccc(N2C(=O)NC(=O)/C(=C\c3ccoc3)C2=O)cc1 | -3.7 | -0.3 | -1.1 | 5 | 0.5 | -2 | 4 | 11 | 7
49 | CC(=O)Nc1ccc(C(=O)CSc2nnc(Cc3ccccc3)o2)cc1 | / | -0.2 | ? | 9 | 3.3 | 1 | 3 | 3 | 13
50 | COc1ccc(CCC(=O)OCC(=O)NC2CCCC2)cc1OC | 1.7 | -0.8 | -0.1 | / | / | 1 | / | -4 | -2
51 | COc1cc(/C=N/Nc2ccc(Cl)c(C(=O)O)c2)ccc1OCC(=O)N1C(C)CCCC1C (stereo not drawn) | / | 3.6 | 0.6 | / | 1.7 | -1 | 1 | -3 | /
